HSP90 refold inh: blocks HSP90-mediated luciferase refolding in reticulocyte lysate. 290,000 tested, 0.91% active. Rabbit reticulocyte lysate, luciferase refolding luminescence, 3 h. inhibition, % at 5.6 µM;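 active = inhibition above the screen-wide mean plus 3 SD, computed separately per campaign, cut at about 16% in these data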;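 note: 0% = DMSO wells and 100% = 60 µM geldanamycin wells; inhibitors lower the luminescence because luciferase stays unfolded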
AI-2 QS mod: modulators of Vibrio harveyi AI-2 quorum sensing system; Vibrio harveyi JMH597 AI-2 luminescence/OD600 ratio, 9 h; stronger effect = lower value; strain lacks LuxN and CqsS sensors; 0 = neutral-control median; activity change, % at 7.5 µM; 300,000 tested, 0.4% active; AID 2094; in the data active = activity change below about -75%, passing the limit was not always enough; inconclusive = no clear call, values can overlap the other calls;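 note: luminescence divided by OD600 gain over 9 h not by final OD600 alone; inactives centre near 13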
IEC-6 tox: counter-screen for KLF5 inhibitors: cytotoxicity in IEC-6 cells; 290,000 tested, 0.78% active; IEC-6 cytotoxicity, luminescence viability; AID 1825; inhibition, % at 5 µM; in the data active = inhibition above about 22%;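 note: 0% = plate median of test compound wells and 100% = cytotoxic reference compound wells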
GSK3B inh: human GSK3beta kinase inhibition | P49841 | 300,000 tested, 0.038% active | AID 2097 | activity score (negative = inhibition), % at 10 µM | GST-GSK3beta kinase, ADP-Glo luminescence, 60 min; stronger effect = lower value;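 active = more than half of replicate wells score below -50%, meaning over 50% inhibition versus plate controls; inconclusive = some replicates but at most half score below -50%; inactive = no replicate scores below -50%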;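 note: 0% = median DMSO wells and -100% = median GW8510 positive control wells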
Target sequence (P49841 whole entry, looked up): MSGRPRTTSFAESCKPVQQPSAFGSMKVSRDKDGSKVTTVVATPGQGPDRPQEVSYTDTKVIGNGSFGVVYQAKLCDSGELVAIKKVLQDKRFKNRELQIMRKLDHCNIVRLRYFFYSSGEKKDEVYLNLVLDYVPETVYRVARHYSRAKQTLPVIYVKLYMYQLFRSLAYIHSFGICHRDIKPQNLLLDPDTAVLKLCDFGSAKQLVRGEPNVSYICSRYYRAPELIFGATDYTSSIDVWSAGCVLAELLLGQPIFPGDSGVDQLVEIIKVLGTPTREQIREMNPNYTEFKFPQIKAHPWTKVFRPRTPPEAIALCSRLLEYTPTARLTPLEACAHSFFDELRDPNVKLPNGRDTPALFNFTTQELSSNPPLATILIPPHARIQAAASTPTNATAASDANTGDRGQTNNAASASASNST
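Test system: GST-tagged human GSK3beta kinase, cell-free; evaluation: activity score scaled between in-plate DMSO and GW8510 controls; measured by: ADP-Glo luminescence; incubation: 60 min reaction, RT; benchmarks: DMSO and 20 µM GW8510; reagent: peptide substrate plus 25 µM ATP (final); medium: Tris/MgCl2 kinase buffer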
KLF5 inhibitor: suppresses KLF5 promoter-driven expression. DLD-1 KLF5 promoter-luciferase reporter, luminescence. inhibition, % at 5 µM. 290,000 tested, 0.23% active;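 active = inhibition above a per-plate limit of that plate's mean compound inhibition plus 3 SD, cut at about 60% in these data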;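 note: 0% = DMSO wells and 100% = LY294002 at 200 µM; higher means less KLF5 promoter-driven luciferase light; inactives centre near -14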
HSF1 inhib: HSF1 inhibition; NIH3T3-HGL HSE-luciferase, MG132-induced, luminescence 8 h; stronger effect = lower value; activity change, negative = inhibition, % at 7.5 µM (by protocol); 300,000 tested, 0.77% active;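 active = more than half of replicate wells show activity change below -50%, luminescence cut by over half; inconclusive = some wells, but at most half, below -50%; inactive = no replicate well below -50%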;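 note: luciferase reports HSF-1 transcriptional activity via heat shock element; 0% = median of DMSO wells and -100% = zero luminescence signal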
HSF1 activator: increases HSF-1 driven luciferase reporter signal; activation, % at 9 µM; NIH3T3-HGL HSF-1 luciferase reporter, MG132, 8 h; 100% = twice DMSO control signal; 300,000 tested, 1.7% active;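 active = mean replicate activation of at least 50% with a set share of replicates each reaching 50%; inconclusive = only one of those two conditions met; inactive = mean below 50% and too few replicates reaching it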;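 note: 0% = median of the neutral control wells and 100% = twice that signal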
GSK3 alpha inh: inhibitors of human GSK-3 alpha kinase; 320,000 tested, 0.1% active; AID 2650; P49840; ADP-Glo luminescence, 60 min; inhibition, % at 10 µM;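 in the data active = inhibition above about 50%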;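 note: GST-tagged GSK-3 alpha with peptide substrate and 25 µM ATP; 0% = DMSO neutral wells and 100% = GW8510 positive control wells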
Target sequence (P49840 whole entry, looked up): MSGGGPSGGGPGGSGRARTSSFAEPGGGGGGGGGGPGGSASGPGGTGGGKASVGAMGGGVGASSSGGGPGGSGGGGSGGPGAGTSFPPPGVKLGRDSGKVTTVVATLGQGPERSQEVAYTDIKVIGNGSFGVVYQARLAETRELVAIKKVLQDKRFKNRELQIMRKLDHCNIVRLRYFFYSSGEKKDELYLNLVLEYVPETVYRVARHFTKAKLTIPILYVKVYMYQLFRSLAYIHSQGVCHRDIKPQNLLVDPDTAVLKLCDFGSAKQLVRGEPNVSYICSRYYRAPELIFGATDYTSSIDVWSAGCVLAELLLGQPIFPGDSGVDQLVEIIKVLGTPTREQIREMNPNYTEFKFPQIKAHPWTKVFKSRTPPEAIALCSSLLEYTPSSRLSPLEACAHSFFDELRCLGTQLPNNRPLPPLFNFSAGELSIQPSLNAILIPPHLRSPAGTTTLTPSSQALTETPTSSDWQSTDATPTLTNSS
aSyn UTR inh: MLPCN primary screen, SNCA 5' untranslated region. alpha-synuclein 5'UTR reporter, inhibitor activity. inhibition, % (tested at 7.5 µM). 300,000 tested, 0.82% active; in the data active = inhibition above about 60%; inconclusive = no clear call, values can overlap the other calls;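 note: H4 neuroglioblastoma cells stably carrying SNCA 5'UTR luciferase fusion; 0% = DMSO wells and 100% = positive control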
HIF activator: HIF pathway transcriptional activation; U2OS HRE-luciferase reporter, luminescence; normalized: DMSO 0%, desferrioxamine 100%; activation, % at 7.5 µM (by protocol); 300,000 tested, 0.32% active; AID 1910;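 active = mean activation of at least 10% of the iron chelator positive control signal, with at least half of replicates also reaching 10%; inconclusive = mean and replicate majority disagree about reaching 10%; inactive = mean and most replicates under 10%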
Numbers without * were called inactive; ? = inconclusive; nt = no result given.

SMILES	HSP90 refold inh	AI-2 QS mod	IEC-6 tox	GSK3B inh	KLF5 inhibitor	HSF1 inhib	HSF1 activator	GSK3 alpha inh	aSyn UTR inh	HIF activator
Cc1ccc(S(=O)(=O)N/N=C\c2cccnc2)cc1	-1	35	-6	-1	3	-3	-10	1	-11	-0.1
CCOc1cc(N2CCOCC2)c(OCC)cc1NC(=O)CSc1n[nH]c(N)n1	-3	17	0	1	-14	-7	-8	-2	-8	-0.5
CC1CCC(NC(=O)C2c3ccccc3C(=O)N2Cc2cccs2)CC1 (stereo unspecified)	2	-8	4	1	-14	4	-6	-2	-40	0.0
CCCc1nnc(NC(=O)CCC(=O)N2CCN(CCn3c(C)ccc3C)CC2)s1	2	-9	-4	-3	-20	-3	-20	-1	-14	-1.7
Cc1ccc(NC(=O)CNc2ccc(Cl)cc2F)cc1	0	-37	3	0	-30	-9	19	1	-8	0.1
CCc1ccc(S(=O)(=O)NCCOc2cccc3cccnc23)cc1	-2	24	0	0	-13	0	15	1	6	0.1
COc1cccc(C(=O)N(C)C(C)c2nc3ccccc3s2)c1 (stereo unspecified)	0	-3	2	1	-3	4	20	-2	13	0.2
CCN1CCN(c2ccc(S(=O)(=O)N3CCOCC3)cc2NC(=O)c2ccc(F)cc2Cl)CC1	nt	19	nt	5	nt	-4	8	-3	1	0.0
CC(C)c1ccccc1NC(=O)COc1ccc(C(=O)NCCc2ccccc2)cc1	4	20	5	-2	-13	-4	-5	1	27	-0.8
O=C(COc1ccc(Br)cc1CO)Nc1ccccc1	-2	6	5	-1	-33	10	21	1	-107	3.5
NC(=O)c1ccccc1OCC(=O)NS(=O)(=O)c1ccccc1	-2	-1	-4	-1	-25	0	16	-1	9	-0.5
O=C1CCc2cc(S(=O)(=O)Nc3ccc(C(F)(F)F)cc3)cc3c2N1CC3	nt	18	nt	-1	nt	0	15	0	-12	-0.8
O=C(CSc1n[nH]c(-c2ccco2)n1)Nc1ccccc1	nt	20	nt	0	nt	-7	-8	2	-14	-0.4
CCOC(=O)C1CCCN(C(=O)c2cccc(S(=O)(=O)N3CCOCC3)c2)C1 (stereo unspecified)	0	9	-4	1	-1	-1	0	-1	7	-0.2
O=C(NCCCSc1ccccc1)c1cc(Cl)ccc1O	-6	7	3	2	-26	6	10	nt	-2	-0.5
COC(=O)c1ccc(NC(=S)N2CCN(Cc3cccc(C)c3)CC2)cc1	-3	-6	-2	-2	3	1	8	0	26	0.4
O=C(c1cccc2ccccc12)C1CCCN(C(=O)CCc2cnccn2)C1 (stereo unspecified)	-1	10	2	0	-12	-1	-10	1	-4	0.0
NC(=O)/C=C\c1cn(-c2ccccc2)nc1-c1ccc2c(c1)OCCO2	-5	18	-5	-1	-11	-3	23	-1	31	-0.1
Cn1cc(NC(=O)Nc2ccc(C(F)(F)F)cc2)c(C(F)(F)F)n1	4	13	2	2	-2	-3	-8	4	-23	-0.1
COc1ccc(S(=O)(=O)Nc2nnc(C(C)C)s2)cc1	0	41	-1	4	4	-8	-10	-2	28	0.0
C#CCOCCOCCOCCNc1nc(N2CCOCC2)nc(N2CCN(C(=O)[C@H](CCCCN)n3cc([C@@H](N)CO)nn3)CC2)n1	5	2	3	-6	9	1	11	5	33	-0.1
N#Cc1c(C(F)(F)F)cc(-c2ccco2)nc1SCc1ccncc1	4	11	-14	1	-14	-7	2	-2	-43	0.2
O=C(CSc1nnc(-c2ccncc2)n1Cc1ccco1)N1c2ccccc2Sc2ccc(Cl)cc21	3	14	-1	2	-39	63	70*	-2	20	-0.6
O=C(N/N=C/c1ccc([N+](=O)[O-])o1)c1cn(-c2ccccc2)nc1-c1ccc(F)cc1	6	8	4	4	-44	12	3	2	-56	-0.4
Cc1cc(=O)cc(C)n1-c1ccc(Cl)cc1	1	28	4	1	1	-1	20	-4	-33	0.0
CC(C)N1C(=O)CCC1C(=O)NCCc1ccccc1 (stereo unspecified)	-1	19	-17	6	-26	-5	-3	-1	1	0.0
Cc1ccc(OCCC(=O)N(CCC(C)C)c2c(N)n(Cc3ccccc3)c(=O)[nH]c2=O)cc1	nt	4	nt	5	nt	-4	-1	-1	19	-2.1
COc1cc2[nH]c3c(=O)n(CCN4CCOCC4)cnc3c2cc1OC	3	20	1	-1	-5	2	12	0	14	-0.1
O=C(Oc1ccccc1)c1ccc(-n2cnnn2)cc1	1	14	3	-2	-13	1	-1	-2	2	-1.2
O=[N+]([O-])c1ccc(COc2ncnc3ccccc23)cc1	0	-3	-1	-3	3	2	16	2	3	-0.5
COc1ccc(Cl)cc1C(=O)OCC(=O)N(C)CC(=O)Nc1ccc(F)cc1	nt	23	nt	0	nt	-6	-19	-4	4	-1.1
CCCCCCCCC(=O)N1CCN(c2cc3c(cc2F)c(=O)c(C(=O)O)cn3CC)CC1	-4	2	-12	-2	-15	1	17	-1	16	-0.7
CC(C)N1C(=O)CSC1c1ccc(Br)cc1 (stereo unspecified)	0	17	7	-4	-15	1	7	0	-3	-0.7
O=C(O)c1ccccc1C(=O)N1CCN(c2cccc(Cl)c2)CC1	3	6	1	1	6	1	25	3	-1	-2.7
Cc1noc(C)c1COC(=O)c1cc(C)n(-c2ccccc2)c1C	-2	12	-2	1	1	19	24	-1	-60	3.3
COc1ccc(-c2cc(C(=O)NC(Cc3c[nH]c4ccccc34)C(=O)O)c(C)o2)cc1OC (stereo unspecified)	-4	11	-3	-3	-17	-7	-6	11	-104	1.1
CCOc1ccc(S(=O)(=O)N(C)c2ccc(OCC(=O)Nc3nc(-c4cc(OC)ccc4OC)cs3)cc2)cc1	1	19	1	-1	0	-7	0	-3	-11	-0.4
O=[N+]([O-])c1ccc(N2CCN(S(=O)(=O)c3ccc(Cl)cc3)CC2)cc1NCc1cccnc1	1	24	-5	-1	2	21	30	0	26	-0.5
Cc1cc(C)cc(NC(=O)C2C3C=CC4(O3)C2C(=O)N(CCCN(C)C)C4C(=O)NC2CCCC(C)C2C)c1 (stereo unspecified)	-2	20	-6	3	0	-5	3	4	4	-0.1
Nc1ncnc2c1cnn2-c1ccccc1	1	19	-2	0	-23	0	-1	3	-48	1.1
O=C(Nc1cccc(F)c1)C1CC(=O)N(c2ccc(Br)cc2)C1 (stereo unspecified)	-1	3	-2	3	-4	-1	1	0	2	-0.5
Cc1cc(Nc2ncc(Cl)cc2Cl)n[nH]1	-1	12	3	1	-32	0	-2	-2	-31	0.7
COc1cc(NC(=O)C2=C(C)OCCS2)c(Cl)cc1C(=O)NCCN(C)C	-2	17	4	-4	-33	-1	5	-1	-18	-0.4
O=C(CCn1cccn1)Nc1ccc(-c2ccno2)cc1	-5	16	-2	1	-28	7	24	0	-39	1.0
O=C(NCc1ccccc1F)C1CCN(C(=O)NCc2ccccc2)CC1	0	14	4	3	6	-4	24	0	-24	-0.6
CC(=O)Oc1oc(-c2ccccc2)nc1C=Nc1ccccc1	-1	48	1	0	-12	3	17	-4	-9	0.5
O=C(Cc1ccc(F)cc1)NC1CCCC1	-3	36	3	2	-16	-5	-1	nt	-29	0.9
Cc1ccccc1OCC(O)Cn1c(N2CCN(c3ccccc3)CC2)nc2c1c(=O)[nH]c(=O)n2C (stereo unspecified)	-1	5	0	1	1	-1	4	-1	13	-10
CCN1C(=O)CC(N2CCN(c3ccc(C(=O)c4ccccc4)cc3)CC2)C1=O (stereo unspecified)	4	26	-1	2	-84	20	?	-1	-60	2.3
CC12CN3CC(C)(CN(C1)C3c1c[nH]c3ccccc13)C2=O (stereo unspecified)	0	14	2	-4	-2	-7	-4	-4	-21	0.2
N#Cc1ccc(Cn2c(-c3ccc(F)cc3)noc2=O)cc1	4	-2	0	-2	-14	4	26	-2	18	0.0
COc1cccc(C2c3c(oc4cc(C)c(C)cc4c3=O)C(=O)N2CCCN(C)C)c1 (stereo unspecified)	0	27	2	5	0	1	0	7	-47	0.7
Cc1ccc(SC(C)C(=O)Nc2ncn[nH]2)cc1 (stereo unspecified)	1	8	-1	-1	-31	-13	-3	1	-16	-0.5
CC(=O)Nc1ccc(/C=N/Nc2nncc3ccccc23)cc1	3	6	8	0	-59	-4	3	11	-126	-27
CCCNC(=O)Nc1nc(CC(=O)OCC)cs1	0	19	-2	-2	-9	1	1	-6	-9	-0.3
CC(C)c1cc(NCCOCCO)n2c(nc3ccccc32)c1C#N	4	3	1	0	-2	-2	-2	2	1	-1.0
CCOC(=O)C1CCN(S(=O)(=O)CCNC(=O)c2ccc(F)cc2)CC1	nt	13	nt	1	nt	2	-7	0	6	-0.1
COc1ccc(-c2nc(C#N)c(NCc3ccc(C)cc3)o2)cc1OC	-4	3	0	-4	12	3	17	0	-5	0.4
COc1ccc(N2CCN(C(=O)c3ccc(S(=O)(=O)N4CCCC4)cc3)CC2)cc1	-2	34	0	1	2	1	1	-3	0	0.6
Nc1cccnc1Sc1ccc(Cl)cc1	0	17	-4	1	-6	-1	19	3	-17	-0.3
Other compounds follow:
SMILES	HSP90 refold inh	AI-2 QS mod	IEC-6 tox	GSK3B inh	KLF5 inhibitor	HSF1 inhib	HSF1 activator	GSK3 alpha inh	aSyn UTR inh	HIF activator
NC(=S)Cc1ccc(Cl)cc1Cl	2	14	1	4	1	-5	-2	-1	-27	-0.4
CCCNS(=O)(=O)c1ccc(CCC(=O)Nc2ccc3c(c2)OCCO3)cc1	-5	13	-2	1	-12	-1	0	1	-1	4.9
O=C(CSc1nc2ccccc2c(=O)[nH]1)N1CCN(S(=O)(=O)c2ccccc2)CC1	2	7	6	-2	-23	5	4	-1	-15	-0.3
Cc1cc(C)nc(N2N=C(CSc3ccc(Cl)cc3)CC2=O)n1	-2	-3	3	-1	-5	4	-1	-3	-14	0.1
COc1cc(/C=N/Nc2ccc(C(F)(F)F)cn2)ccc1O	-4	17	1	-37	-34	17	34	4	-147	2.9
CCOCCCn1c(=N)c(C(N)=S)cc2c(=O)n3cccc(C)c3nc21	2	35	-2	0	-3	-1	5	15	-8	-0.7
Cc1sc(NC(=O)CS(=O)(=O)c2ccccc2)c(C(N)=O)c1C	nt	16	nt	0	nt	8	5	-1	-44	1.3
COc1ccccc1N1CCN(C(c2cccs2)C(C)NC(=O)c2cccs2)CC1 (stereo unspecified)	3	27	5	-1	-1	6	6	1	29	0.0
Cc1cc(C2=CC(C)(c3cc(C)oc3C)Nc3nc(C(F)(F)F)nn32)c(C)o1 (stereo unspecified)	5	9	9	1	0	-31	-31	-1	-3	0.9
